GLS inhibitor – inhibitors of human glutaminase (GLS). O94925. GLS enzymatic activity, qHTS titration. Potency, µM (titrated, usually from 45.5 µM), without a hit: at the highest dose activity change, negative = inhibition, actives largely listed as inhibitors. actives 0.21% (n = 410,000); further: potency means the concentration at half of the fitted maximal effect; on the % scale 0 is the no-effect control and ±100 the full control effect
Target sequence (O94925 whole entry, looked up): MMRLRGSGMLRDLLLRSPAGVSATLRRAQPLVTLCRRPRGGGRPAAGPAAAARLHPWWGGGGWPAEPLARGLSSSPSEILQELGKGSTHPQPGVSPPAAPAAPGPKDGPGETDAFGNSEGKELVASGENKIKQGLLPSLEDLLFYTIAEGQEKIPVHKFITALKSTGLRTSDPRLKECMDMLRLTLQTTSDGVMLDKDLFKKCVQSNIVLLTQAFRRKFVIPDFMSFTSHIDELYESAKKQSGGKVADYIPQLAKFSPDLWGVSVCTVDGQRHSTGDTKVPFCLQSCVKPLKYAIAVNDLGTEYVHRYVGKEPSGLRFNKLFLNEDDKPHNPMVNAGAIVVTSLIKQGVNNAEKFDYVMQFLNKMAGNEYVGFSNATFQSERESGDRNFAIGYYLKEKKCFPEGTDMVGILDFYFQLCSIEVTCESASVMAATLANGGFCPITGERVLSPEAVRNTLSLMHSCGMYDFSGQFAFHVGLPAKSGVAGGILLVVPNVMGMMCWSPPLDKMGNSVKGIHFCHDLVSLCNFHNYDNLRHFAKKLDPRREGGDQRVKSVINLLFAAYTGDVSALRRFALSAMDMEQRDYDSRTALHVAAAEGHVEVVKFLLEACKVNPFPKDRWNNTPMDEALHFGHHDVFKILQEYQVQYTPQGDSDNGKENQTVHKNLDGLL
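hKGA in 45 mM KH2PO4 pH 8.2, 0.02% Tween-20 with pin-transferred compounds; 1 mM L-glutamine (stock) plus glutamate oxidase/HRP/Amplex Red coupling added. Fluorescence read initially and after 30 min at RT.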
HP1b binding inh – inhibitors of HP1-beta chromodomain binding to methylated histone tails | actives 0.56% (n = 390,000) | P83916 | Potency, µM (series often up to 114 µM), for inactives: top-dose activity change, negative = inhibition, most hits filed as inhibitors | AID 540317 | AlphaScreen HP1-beta / biotin-H3K9me3 peptide binding; further: potency means the concentration at half of the fitted maximal effect; nearly all actives have a fitted effect of over 70% in size; inactives centre near 23
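AlphaScreen: HP1-beta (50 nM) preformed 30 min with biotin-H3(1-18)K9me3 peptide (50 nM) in PBS pH 7.4, 0.01% Tween-20. Compound added for 30 min at RT, then streptavidin donor/nickel chelate acceptor beads (10 ug/mL) for 30 min.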
PGK inhibitor – blocks T. brucei phosphoglycerate kinase | P07378 | PGK/GAPDH coupled, Kinase-Glo luminescence, 60 min | Potency, µM (titrated, usually from 57.5 µM), without a hit: top-dose activity change, negative = inhibition, actives largely listed as inhibitors | actives 0.043% (n = 380,000); further: potency means the concentration at half of the fitted maximal effect; on the % scale 0 is the no-effect control and ±100 the full control effect; nearly all actives have a fitted effect of over 60% in size
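Recombinant glycosomal PGK reaction used 1,3-bisphosphoglycerate generated in-well by GAPDH (100nM final) in 100mM TEA pH 7.6, 5mM MgCl2, 0.01% Tween-20. After 60 minutes at room temperature, ATP was read by Kinase-Glo Plus luminescence end-point.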
BAZ2B inh – inhibitors of human BAZ2B bromodomain. Q9UIF8. AlphaScreen BAZ2B-H3K14Ac peptide displacement. Potency, µM (top dose mostly 114 µM), without a hit: at the top dose activity change, negative = inhibition, actives largely listed as inhibitors. actives 4.4% (n = 360,000); further: potency means the concentration at half of the fitted maximal effect; on the % scale 0 is the no-effect control and ±100 the full control effect; nearly all actives have a fitted effect of over 60% in size
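Multi-concentration screen (max 110 uM) measuring displacement of acetylated histone H3 peptide from BAZ2B by AlphaScreen, using 50 nM protein, 50 nM peptide and 10 ug/mL streptavidin donor plus Ni-chelate acceptor beads.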
G9a block – G9a (human) methyltransferase inhibition | G9a H3K9 monomethylation, AlphaScreen, 2 h | Q96KQ7 | Potency, µM (highest dose often 102 µM), for inactives: at the top dose activity, negative = inhibition, most hits filed as inhibitors | AID 504332 | actives 8.8% (n = 350,000); further: potency means the concentration at half of the fitted maximal effect; on the % scale 0 is the no-effect control and ±100 the full control effect; nearly all actives have a fitted effect of over 75% in size
Target sequence (Q96KQ7 913-1193 limits assumed): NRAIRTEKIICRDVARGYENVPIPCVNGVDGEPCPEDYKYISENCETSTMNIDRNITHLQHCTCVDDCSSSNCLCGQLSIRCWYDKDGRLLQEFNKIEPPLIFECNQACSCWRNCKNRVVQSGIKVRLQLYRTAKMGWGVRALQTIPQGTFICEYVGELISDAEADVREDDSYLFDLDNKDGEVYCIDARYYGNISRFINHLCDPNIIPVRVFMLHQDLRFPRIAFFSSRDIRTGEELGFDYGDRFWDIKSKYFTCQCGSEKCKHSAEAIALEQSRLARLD
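AlphaScreen read-out: biotin-H3K9 peptide (500 nM) methylation by 20 nM enzyme with 20 uM SAM, 2 h at room temperature after 15 min compound preincubation; anti-monomethyl H3K9 antibody plus donor/acceptor beads, 10 min dark.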
JMJD2A Tudor – JMJD2A Tudor domain (human) inhibition; AID 504339; actives 4.4% (n = 390,000); O75164; AlphaScreen JMJD2A-Tudor / H3K4me3 peptide binding; Potency, µM (highest dose often 114 µM), for inactives: at the highest dose activity change, negative = inhibition, actives largely listed as inhibitors; further: potency means the concentration at half of the fitted maximal effect; on the % scale 0 is the no-effect control and ±100 the full control effect; nearly all actives have a fitted effect of over 50% in size
PI4K2A inh – inhibitors of human PI4K2A. activity change, negative = inhibition, % at 76.9 µM. purified PI4K2A, ADP-Glo luminescence, 1 h; active compounds read low. actives 0.13% (n = 420,000). Q9BTU6; in the data active means activity change below about -50%; inconclusive means mostly about -30% to -49%;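 further: -100% = wells without enzyme as full effect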
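Compounds are screened against recombinant PI4K2A using PI as substrate and ATP, the latter dispensed at 300 microM. Reactions run one hour at ambient temperature before ADP-Glo detection; full inhibition defined by wells lacking enzyme.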
Pin1 inh – blocks the human prolyl isomerase Pin1; Q13526; Pin1 FP peptide displacement, HiFluor488, 10 min; Potency, µM (series often up to 115 µM), inactives show at the top dose activity, negative = inhibition, usual class: inhibitors; actives 0.009% (n = 390,000); AID 504891; active means well fitted inhibition curve with a large enough effect in the polarisation, with a control signal flat, not every such curve was filed as active; inconclusive means small, poorly fitted or top-dose-only effect, or effect the other way, or a change in a side signal; inactive means no such curve, though single readings can be large or run the other way; the % refers to the polarisation; further: potency means the concentration at half of the fitted maximal effect; on the % scale 0 is the no-effect control and ±100 the full control effect
Pol eta inh – blocks human DNA polymerase eta activity | AID 588591 | Q9Y253 | recombinant Pol eta, fluorescent DNA replication assay | Potency, µM (top dose mostly 114 µM), for inactives: at the top dose activity change, negative = inhibition, most hits filed as inhibitors | actives 1.2% (n = 390,000); further: potency means the concentration at half of the fitted maximal effect; on the % scale 0 is the no-effect control and ±100 the full control effect
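Pol eta at 10 nM preincubated with compounds 15 min at room temperature; reaction started with fluorescent substrate (50 nM final) and read kinetically at 0 and 10 min.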
Active calls of the source: *; i = inactive; ? = inconclusive; nt = no result given; & = joins results of further samples; ! = not active in a repeat; [ ] = remark or other dose. Unless noted, the call rests on the fitted dose curve; in most records, active means well fitted curve in the direction sought with a large enough effect; inconclusive means small, poorly fitted or top-dose-only effect, or another doubt; inactive means no such curve, though single readings can be large; an effect the other way counts as inactive or inconclusive.

SMILES | GLS inhibitor | HP1b binding inh | PGK inhibitor | BAZ2B inh | G9a block | JMJD2A Tudor | PI4K2A inh | Pin1 inh | Pol eta inh
CNC(=S)N1CCc2cc(OC)c(OC)cc2C1COc1ccc(OC)cc1 (stereo not given) | -10% | -8% | -6% | -37% | ? | ? | 1 | 2% | -13%
CCN(CC)C(=O)CSc1nnc(CNc2ccc(F)cc2)o1 | 19% | 22% | -2% | -1% | -9%[59 µM] | -1% | -13 | 3% | -10%
CCC(c1nnc(SCC(=O)Nc2cccnc2Cl)n1-c1ccccc1)N(C)C (stereo not given) | 11% | 10% | i | -17% | -11%[59 µM] | -11% | 1 | -8% | -16%
CNC(=O)CSc1nnc(-c2ccccc2)n1C | -13% | 52%[activator] | i | 5% | -4% | -3% | 4 | 2% | -16%
Cc1cc(C)c(C)c(OCCN2CC(C)OC(C)C2)c1 (stereo not given) | -3% | ? | -1% | 32µM* | 1.8µM* | 5.6µM* | 1 | -8% | -5%
COc1ccc(C)cc1NC(=O)Cc1ccc(NC(=O)N2CCCCc3ccccc32)cc1 | 0% | -6% | -13% | -27% | -1%[59 µM] | -24% | -1 | -5% | -20%
CC(=O)NNC(=O)CCn1nnc(-c2ccc(Cl)cc2)n1 | 2% | 15% | 1% | 5% | 9% | -2% | 5 | -15% | 8%
Cc1cnc(NC(=O)C2CCCC2)s1 | 5% | 18% | 0% | 2% | 11%[2.33 µM] | -11% | -11 | 4% | 0%
O=C(CCn1c(=O)c2ccccc2n(CC(=O)Nc2cccc(F)c2)c1=O)NCCc1ccccc1 | -2% | 19% | -4% | -1% | 6%[59 µM] | 2% | 3 | ? | -25%
O=C(N/N=C/c1cccc(O)c1)c1cc(-c2ccccc2)nc2ccccc12 | 2% | 17% | 5% | -39% | ? | -27% | -3 | ? | -23%
CC(C)Oc1ccc(C(=O)Nc2cccc3cccnc23)cc1 | 5% | 104%[activator] | -9% | 34% | 208%[activator] | 13% | 1 | -5% | -11%
COc1ccc([C@@H]2OC2(C(N)=O)C(N)=O)cc1 | -11% | 66%[activator] | -11% | -1% | -1% | 15%[11.4 µM] | -4 | -11% | -10%
COc1cc2c(cc1OC)CN(C(=S)Nc1ccc(Cl)cc1)CC2 | 11% | 35% | -18% | -14% | 6% | -13% | -7 | 1% | -13%
COc1cc(CN(CCN(C)C)Cc2ccccc2)ccc1OCc1ccccc1 | -14% | ? | -2% | 40µM* | 32µM* | 1µM* | -1 | -8% | -28%
C[C@H]1CN([C@@H](C)CO)C(=O)c2cccc(NS(=O)(=O)c3cn(C)cn3)c2O[C@H]1CN(C)S(C)(=O)=O | -2% | 88%[activator] | i | nt | nt | -2% | -5 | -17% | -1%
CCC1CN(C(=O)N2CCC(C(=O)NCc3cccs3)CC2)c2cc(C)ccc2O1 (stereo not given) | -4% | 14% | -1% | -25% | -28%[59 µM] | -15% | 1 | 3% | -5%
CC(C)NC(=O)C(=O)NNC(=O)CCc1ccccc1 | 2% | 20% | -8% | -39% | ? | 14µM* | -1 | 2% | -9%
CCC(O)CNC(=O)NC(=C(Cl)Cl)c1ccc(C)c(F)c1 (stereo not given) | -1% | 30% | 10% | 1% | 31%[59 µM] | -3% | 4 | 0% | 0%
NC(=O)c1ccccc1NS(=O)(=O)c1ccccc1 | nt | 27% | -9% | -14% | -2%[2.33 µM] | 1% | 1 | -3% | 7%
Cc1ccc(S(=O)(=O)NCC2CCC(C(=O)NCCCN3CCOCC3)CC2)cc1 (stereo not given) | 3% | 20% | i | 1% | -38%[12.7 µM] | -3% | -1 | 2% | -6%
CC1(c2ccc3c(c2)OCO3)NC(=O)N(CC(=O)Nc2ccc(N3CCOCC3)cc2)C1=O (stereo not given) | 5% | 25% | 0% | ? | ? | -20% | 3 | -12% | 3%
O=C1CC(C(=O)Nc2cc(Cl)ccc2Cl)n2ncnc2N1 (stereo not given) | -10% | 55%[activator] | -4% | 5% | 10µM* | -5% | -16 | 5% | -11%
CNC(=O)CSc1nc2cc(S(=O)(=O)Nc3ccc(OC)cc3)ccc2o1 | 17% | 11% | 6% | nt | nt | -10% | -1 | 0% | -23%
CCc1cccc(C)c1Nc1nc2ccccc2n2cnnc12 | -1% | 23% | -1% | 1% | 23% | -3% | 5 | 7% | -14%
CCCOc1cccc(C(=O)N2CCN(C(=O)C3CCCO3)CC2)c1 (stereo not given) | 18% | 25% | 4% | -13% | ? | 0% | -2 | -5% | 1%
COc1ccc2oc(C(=O)OCC(=O)N3CCC(C)CC3)c(C)c2c1 | 1% | 35% | -8% | -2% | -23% | -11% | 4 | -1% | -13%
CC(C)(CNC(=O)c1ccccc1F)CNC(=O)c1ccccc1F | 0% | -16% | -2% | nt | nt | -16% | 5 | 1% | -18%
CC(C)NC(=O)COc1ccc2c(c1)C(=O)CC(C)(C)O2 | -6% | 7%[57 µM] | i | -6% | -3%[59 µM] | -12% | 5 | -7% | -6%
CC(=O)COc1ccc2c(-c3ccccc3)cc(=O)oc2c1C | -10% | 58%[activator] | 1% | 3% | nt | -3% | 9 | 5% | -4%
O=c1cc(-c2ccc(O)c(O)c2)oc2cc(O)c([C@@H]3O[C@H](CO)[C@@H](O)[C@H](O)[C@H]3O)c(O)c12 | ? | 11%&5% | -1% | nt | nt | 32µM*! | -7 | ? | ?
Cn1cccc1C(=O)OCc1cc(-c2ccco2)on1 | 6% | 11% | -1% | ? | ? | -31% | -1 | ? | 1%
CC(C)(C)NC(=O)c1cccc2c1OC(C)(C)C2 | -7% | 20% | 8% | 4% | 9%[59 µM] | -30% | 0 | 4% | -6%
Cc1c(-c2nc(-c3ccccc3)no2)nnn1-c1cccc(C(F)(F)F)c1 | 6% | 37% | -7% | 2% | 5%[59 µM] | -10% | -3 | 6% | 6%
CCOC(=O)Cc1csc(N/N=C/c2ccccc2)n1 | 12% | 26% | -10% | -12% | 14%[59 µM] | -25% | -4 | 6% | -8%
COc1ccc2c(c1)[C@H]1[C@H](CO2)[C@H](c2ccccc2)[C@]2(C)C(=O)Nc3cc(C)ccc3C(=O)N12 | 0% | -10% | -2% | nt | nt | -22% | -1 | 15% | -2%
CCC(=O)c1ccc(OCC(=O)Nc2cccc(S(=O)(=O)N(C)c3ccccc3)c2)cc1 | 2% | 31% | i | 4% | 4%[12.7 µM] | -15% | 2 | 34%[activator] | -15%
COC(=O)C(C(C)=O)C1=C/C(=N\S(=O)(=O)c2ccc(C)cc2)c2ccccc2C1=O (stereo not given) | 52%[activator] | -20% | 7% | -10% | 45µM* | -23% | -5 | 23% | -11%
O=C(Nc1ccccc1)C(=O)Nc1cccnc1 | -4% | 22% | -25% | -4% | nt | 10% | -21 | 0% | -18%
O=C1c2cccnc2C(=O)N1C1CCCCC1 | 0% | 31%[activator] | -1% | 79µM* | 108%[activator][59 µM] | -8% | 6 | -6% | -5%
CC(NC(=O)Nc1ccccc1F)C(C)(C)C (stereo not given) | -6% | 40%[activator] | -6% | -1% | 12% | -2% | 3 | 1% | -22%

A different layout for some results above:
Structure	GLS inhibitor	HP1b binding inh	PGK inhibitor	BAZ2B inh	G9a block	JMJD2A Tudor	PI4K2A inh	Pin1 inh	Pol eta inh
CNC(=O)CSc1nnc(-c2ccccc2)n1C	-13%	52%[activator]	i	5%	-4%	-3%	4	2%	-16%
Cc1cc(C)c(C)c(OCCN2CC(C)OC(C)C2)c1 (stereo not given)	-3%	?	-1%	32µM*	1.8µM*	5.6µM*	1	-8%	-5%
COc1ccc(C)cc1NC(=O)Cc1ccc(NC(=O)N2CCCCc3ccccc32)cc1	0%	-6%	-13%	-27%	-1%[59 µM]	-24%	-1	-5%	-20%
CC(=O)NNC(=O)CCn1nnc(-c2ccc(Cl)cc2)n1	2%	15%	1%	5%	9%	-2%	5	-15%	8%
Cc1cnc(NC(=O)C2CCCC2)s1	5%	18%	0%	2%	11%[2.33 µM]	-11%	-11	4%	0%
O=C(CCn1c(=O)c2ccccc2n(CC(=O)Nc2cccc(F)c2)c1=O)NCCc1ccccc1	-2%	19%	-4%	-1%	6%[59 µM]	2%	3	?	-25%
O=C(N/N=C/c1cccc(O)c1)c1cc(-c2ccccc2)nc2ccccc12	2%	17%	5%	-39%	?	-27%	-3	?	-23%
CC(C)Oc1ccc(C(=O)Nc2cccc3cccnc23)cc1	5%	104%[activator]	-9%	34%	208%[activator]	13%	1	-5%	-11%

Next section:
SMILES | GLS inhibitor | HP1b binding inh | PGK inhibitor | BAZ2B inh | G9a block | JMJD2A Tudor | PI4K2A inh | Pin1 inh | Pol eta inh
CCn1c(SCC(=O)N/N=C/c2c[nH]c3ccccc23)nnc1-c1ccc(C(C)(C)C)cc1 | 24% | 27% | -1% | -38% | 8%[59 µM] | -33% | 1 | ? | -22%
C=CCn1c(SC(C)C(=O)NCc2ccc3c(c2)OCO3)nc2scc(-c3ccccc3)c2c1=O (stereo not given) | 1% | 7% | 3% | -27% | 16%[12.7 µM] | -11% | 2 | 49%[activator] | -3%
C/C(=N\Nc1ccc(Cl)c(C(=O)O)c1)c1ccc2c(c1)OCO2 | -13% | 38% | -5% | ? | 4.5µM* | -14% | 2 | ? | ?
O=C(NNc1ccccc1F)C1CCC1 | ? | 61%[activator] | -8% | -5% | 50µM* | -13% | 3 | -4% | 2%

These rows are one share of the data; the hit share may differ from the screen's.
